DUSP3 inh – VHR1 phosphatase inhibitors, primary screen, biochemical, absorbance, uHTS. recombinant VHR phosphatase, pNPP absorbance. inhibition, % at 13.3 µM. 290,000 tested, 0.52% active. AID 1654, 2009; in the data active = inhibition above about 50%; note: some compounds called inactive have numbers as strong as hits
Target sequence (P51452 whole entry, looked up): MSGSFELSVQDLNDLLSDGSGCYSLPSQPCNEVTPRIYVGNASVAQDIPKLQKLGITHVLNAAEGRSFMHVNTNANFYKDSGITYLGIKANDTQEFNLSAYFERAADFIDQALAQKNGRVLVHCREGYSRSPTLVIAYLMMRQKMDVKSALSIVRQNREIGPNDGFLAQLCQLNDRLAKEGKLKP
Rv3671c protease – Rv3671c serine protease inhibitors, primary screen, biochemical, fluorescence polarization, M. tuberculosis H37Rv; P9WHR9; inhibition, % at 5.96 µM; 320,000 tested, 0.048% active; in the data active = inhibition above about 38%;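 note: extracellular domain of Rv3671c used as enzyme; 0% = enzyme with DMSO and 100% = no enzyme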
BoNT F protease – BoNT/F light chain protease inhibitors, primary screen, biochemical, flow cytometry, MLPCN library. Botulinum neurotoxin type F light chain protease (Clostridium botulinum). Multiplex microsphere protease cleavage assay. inhibition, % at 10 µM. 360,000 tested, 0.22% active. AID 588497, 2011; in the data active = inhibition above about 35%, passing the limit was not always enough; inconclusive = no clear call, values can overlap the other calls; note: plate controls were buffer without enzyme for full effect and enzyme alone for no effect
Mtb UGM inh – M. tuberculosis UGM enzyme inhibitors, primary screen, biochemical, fluorescence polarization, single point; 320,000 tested, 0.06% active; UDP-galactopyranose mutase (Mycobacterium tuberculosis (strain ATCC 25618 / H37Rv)), …; purified UGM, fluorescence polarization probe displacement; inhibition, % at 10 µM; in the data active = inhibition above about 10%, passing the limit was not always enough; inconclusive = no clear call, values can overlap the other calls
Target sequence (P9WIQ1 whole entry, looked up): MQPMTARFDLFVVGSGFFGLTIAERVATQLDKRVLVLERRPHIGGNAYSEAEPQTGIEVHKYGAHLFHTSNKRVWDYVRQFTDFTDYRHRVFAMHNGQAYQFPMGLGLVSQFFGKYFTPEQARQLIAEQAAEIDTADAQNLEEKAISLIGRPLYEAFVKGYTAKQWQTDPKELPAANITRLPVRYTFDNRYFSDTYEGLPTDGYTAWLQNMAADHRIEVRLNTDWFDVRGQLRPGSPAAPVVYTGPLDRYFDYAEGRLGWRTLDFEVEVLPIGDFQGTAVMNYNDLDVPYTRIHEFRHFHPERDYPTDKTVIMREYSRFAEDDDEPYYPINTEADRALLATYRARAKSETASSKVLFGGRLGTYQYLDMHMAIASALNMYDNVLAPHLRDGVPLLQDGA
CCHFV vOTU inh – CCHFV vOTU protease inhibitors, primary screen, biochemical, Pep-AMC substrate, fluorescence; Crimean-Congo hemorrhagic fever virus L polyprotein viral ovarian tumor (vOTU) protease …; inhibition, % at 11.5 µM; 370,000 tested, 0.55% active; AID 651958, 2012; note: 0% = vehicle wells with enzyme and 100% = no enzyme wells
Mtb BioA inh – M. tuberculosis BioA enzyme inhibitors, primary screen, biochemical, plate reader, single point, HTS; purified M. tuberculosis BioA enzyme; inhibition, % at 9.99 µM; 7,8-diaminopelargonic acid synthase BioA (Mycobacterium tuberculosis); 360,000 tested, 0.096% active; in the data active = inhibition above about 40%; inconclusive = no clear call, values can overlap the other calls
FBA Mtb inh – Mtb FBA enzyme inhibitors, primary screen, biochemical, fluorescence, strain H37Rv | inhibition, % at 1 µM | 360,000 tested, 2.3% active | purified M. tuberculosis FBA, fluorescence read-out | AID 588726, 2011 | Fructose-bisphosphate aldolase (Mycobacterium tuberculosis (strain ATCC 25618 / H37Rv)), …; in the data active = inhibition above about 27%;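 note: 0% = vehicle and 100% = reference inhibitor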
Target sequence (P9WQA3 whole entry, looked up): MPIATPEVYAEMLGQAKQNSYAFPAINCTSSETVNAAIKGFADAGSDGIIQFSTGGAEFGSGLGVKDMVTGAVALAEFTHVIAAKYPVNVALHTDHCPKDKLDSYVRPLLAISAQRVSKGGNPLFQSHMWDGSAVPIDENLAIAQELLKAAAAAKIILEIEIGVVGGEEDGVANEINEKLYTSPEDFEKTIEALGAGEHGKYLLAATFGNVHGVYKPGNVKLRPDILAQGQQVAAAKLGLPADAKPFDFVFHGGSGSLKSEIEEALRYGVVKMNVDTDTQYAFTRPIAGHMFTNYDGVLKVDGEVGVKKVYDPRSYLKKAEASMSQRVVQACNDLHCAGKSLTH
GDH-TPI counter – GDH-TPI coupling enzyme inhibitors, primary screen, artefact control for M. tuberculosis FBA inhibitor project, biochemical, absorbance, full deck | inhibition, % at 4.8 µM | GDH-TPI coupled enzyme counterscreen, NADH absorbance | 360,000 tested, 1.2% active;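 note: 0% = DMSO wells and 100% = wells lacking the enzyme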
FadD28 binding – inhibitors of FadD28 bisubstrate probe binding, primary screen, biochemical, fluorescence polarization, single point | inhibition, % at 12.5 µM | 360,000 tested, 0.22% active | AID 588549, 2011 | Mycobacterium tuberculosis FadD28 fatty-acid-AMP ligase; in the data active = inhibition above about 8.5%, passing the limit was not always enough; inconclusive = no clear call, values can overlap the other calls
MazF activator – activators of E. coli MazEF toxin-antitoxin RNase, primary screen, biochemical, fluorescence, uHTS; Endoribonuclease toxin MazF (Escherichia coli (strain K12)), P0AE70; FAM/BHQ RNA-DNA oligo cleavage fluorescence, 5 h; activation, % at 20 µM; 350,000 tested, 0.32% active; AID 504720, 2011; in the data active = activation above about 50%
Target sequence (P0AE70 whole entry, looked up): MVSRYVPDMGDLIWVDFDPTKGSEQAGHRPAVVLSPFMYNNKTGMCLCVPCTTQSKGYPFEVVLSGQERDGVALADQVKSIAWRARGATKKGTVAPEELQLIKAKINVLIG
* hit, by the source's call; ? = inconclusive; / = not tested or not shown. Cut-off read from the data, not from the text of the source, unless noted: active = inhibition above about 30%; inactive = the rest.

SMILES | DUSP3 inh | Rv3671c protease | BoNT F protease | Mtb UGM inh | CCHFV vOTU inh | Mtb BioA inh | FBA Mtb inh | GDH-TPI counter | FadD28 binding | MazF activator
CCCn1c(C(C)NS(=O)(=O)c2ccccc2)n[nH]c1=S (stereo not drawn) | 24 | -14 | 0 | 1.6 | 4 | -0.1 | 1 | 2 | -2.4 | 1
Cc1c(NC2=CC(=O)CCC2)c(=O)n(-c2ccccc2)n1C | 9 | -8 | 0 | -1.9 | -5 | 0.5 | 4 | -5 | -2.0 | -5
CCOC(=O)c1c(-c2ccc(C)cc2)csc1NC(=O)CCN1CC(C)OC(C)C1 (stereo not drawn) | 2 | -11 | 13 | 1.0 | 2 | 0.1 | 2 | 11 | -3.0 | 7
Oc1ccc(Nc2ccc3ccccc3c2)cc1 | / | / | -12 | / | 24 | 1.4 | -1 | 2 | -0.4 | 6
O=C1c2ccccc2NC(c2ccc3c(c2)OCCO3)N1c1ccc2c(c1)OCCO2 (stereo not drawn) | 38 | 6 | -7 | -2.2 | -2 | 2.2 | 7 | 1 | -4.6 | -1
Cc1nc2ccccc2c(=O)n1-c1ccc(NS(=O)(=O)c2ccc(F)cc2)cc1 | / | 1 | 9 | 0.6 | 10 | / | -2 | -6 | -2.9 | 3
O=C(CCC(=O)N1CCN(c2ccc(Cl)c(Cl)c2)CC1)c1ccccc1 | 13 | -4 | 0 | 0.5 | 11 | 0.4 | -2 | -1 | -2.5 | 8
CN(C)C(=O)CCc1ccc2c3c([nH]c2c1)[C@]1(CCC2CCCC2)[C@@H](C(=O)N2CCOCC2)C[C@H](CC(=O)NCC24CC5CC(CC(C5)C2)C4)C(=O)N1CC3 | / | / | 4 | / | -4 | 0.0 | -3 | -6 | -3.1 | 17
CCCOc1cccc(OCCSc2nc(C)cc(=O)[nH]2)c1 | -15 | 0 | 5 | 3.8 | 1 | -0.7 | 0 | -2 | -3.5 | 1
O=C(O)c1cccc(-c2ccc(/C=N/NC(=O)C3COc4ccccc4O3)o2)c1 (stereo not drawn) | 17 | 7 | -5 | 2.9 | 9 | / | 5 | 38* | -3.2 | -12
COc1ccc(CC(=O)Nc2cccc(C(=O)NN3C(=O)c4ccccc4C3=O)c2C)cc1 | -14 | -14 | 9 | 0.7 | -4 | / | 0 | 10 | -0.6 | 3
CCO[C@@H]1OC(C(=O)NCc2nc3ccccc3[nH]2)=C[C@H](C2CCCCC2)[C@H]1CCCO | 28 | -6 | -4 | 2.6 | 2 | -1.0 | -1 | -4 | -2.8 | 0
Cc1ccc(-n2c(O)c(C=NC3CCCC3)c(=O)[nH]c2=O)c(C)c1 | 28 | 7 | -1 | 0.8 | 6 | -0.9 | -2 | 2 | -4.0 | -7
CC(C)NCC(O)COCc1ccc(Cl)cc1 (stereo not drawn) | 22 | 0 | 4 | 3.6 | 5 | / | 2 | 13 | 1.4 | -3
Cc1ccc(C)c(NCc2n[nH]c(=S)n2-c2ccccc2)c1 | 24 | 3 | -4 | 0.0 | 6 | / | 0 | 6 | 1.5 | -6
CCN(c1ccccc1)S(=O)(=O)c1ccc(C(=O)Nc2cccc(C)n2)cc1 | / | -2 | -3 | -3.2 | 6 | -0.1 | -2 | -2 | -1.4 | 4
FC(F)Sc1nc(-c2ccccc2)c(-c2ccccc2)n1C(F)F | 9 | 31 | -10 | -5.6 | 8 | 0.2 | 1 | 3 | -2.7 | -1
Cc1cc(C)nc(N2CCN(CC(=O)NCc3ccccc3)CC2)n1 | 36 | -6 | -5 | 1.2 | 6 | -0.6 | -3 | -5 | -4.1 | -1
COC(=O)Cc1[nH]n(-c2nc3ccccc3s2)c(=O)c1C(C)=Nc1ccc(C)cc1 | 19 | -2 | -2 | 0.6 | 6 | / | 2 | -5 | 0.1 | -4
CCCCc1ccc(NC(=O)CSc2nc(=O)n(CCN(CC)CC)c3c2CCCC3)cc1 | / | -11 | -5 | -2.2 | 15 | -0.7 | 0 | 2 | 1.2 | -2
OCCN1CCN(CC(O)COCC2COc3ccccc3O2)CC1 (stereo not drawn) | 24 | -1 | -6 | 0.1 | -3 | -2.4 | 4 | 0 | -1.6 | -26
CC(=C/c1ccccc1)/C=N/Nc1nc(N2CCOCC2)nc(N2CCOCC2)n1 | 5 | -12 | 10 | 2.5 | 1 | -2.8 | -1 | 26 | -0.6 | 6
Cc1ccc(C(O)(c2ccccc2)c2ccccc2C(C)N(C)C)c(C)c1 (stereo not drawn) | 3 | 10 | -9 | -1.9 | -11 | / | 4 | 0 | 0.4 | 18
CCN1CCN(C(c2ccccc2F)c2nnnn2Cc2ccc3c(c2)OCO3)CC1 (stereo not drawn) | 25 | 5 | -3 | 2.7 | 19 | 1.2 | -6 | -2 | -2.1 | 3
CCc1cc(C(=O)NCC(C)(C)N2CCOCC2)sc1C | / | 6 | 0 | -3.2 | 0 | / | 0 | -2 | -1.9 | 12
O=C(Cn1c(=O)oc2ccccc21)Nc1ccc(Br)cc1 | 4 | 1 | 10 | -0.9 | -5 | -0.9 | 2 | 4 | -2.7 | 6
O=C(COc1ccc(Br)cc1)N1CCc2ccccc21 | 0 | 0 | ? | 1.0 | -5 | / | 1 | 3 | -0.3 | -1
O=[N+]([O-])c1ccc(/C=N/NC(=S)Nc2ccccc2)o1 | 3 | 5 | -4 | -1.9 | 4 | / | 0 | 4 | -0.5 | 7
O=C(NC(Cc1ccccc1)C(=O)O)/C(=C/c1ccc(Cl)cc1)NC(=O)c1ccccc1 (stereo not drawn) | 12 | -2 | 4 | -0.8 | -12 | 0.9 | 4 | 6 | 1.3 | 4
CN(C)S(=O)(=O)c1cccc(-c2csc(=Nc3ccccc3)n2CCCN2CCOCC2)c1 | 13 | -11 | -5 | -1.3 | 3 | 0.0 | -4 | 14 | 0.1 | 7
NC(N)=Nc1nc(CCN2C(=O)c3ccccc3C2=O)cs1 | -6 | 1 | -9 | 0.5 | -3 | -0.6 | -1 | -2 | -2.4 | 1
Cc1nc(Nc2cccc(O)c2)c2oc3ccccc3c2n1 | 24 | / | -30 | -2.0 | 2 | 10 | 4 | 11 | -2.3 | 5
Cn1c(Cl)cnc1C(O)(c1ccccc1)c1ccccc1 | 13 | 2 | ? | -3.2 | -4 | / | -3 | -1 | -1.7 | 0
CC(=O)c1c(C)[nH]c(C(=O)COC(=O)c2cc(S(=O)(=O)N(C)c3ccccc3)ccc2Cl)c1C | -4 | -14 | -4 | -3.0 | -10 | / | 4 | 7 | -2.4 | -3
CCOC(=O)c1c(-c2ccccc2)csc1NC(=O)CSc1nnc(C)s1 | 17 | 1 | -2 | -1.3 | 10 | 1.9 | -3 | -1 | -4.0 | 3
O=C(O)CCC(=O)NNC(=O)c1ccc([N+](=O)[O-])cc1 | 21 | 11 | -5 | -0.1 | 3 | / | 3 | 23 | -1.6 | 4
CCOC(=O)c1sc2nc(C)nc(N3CCN(S(=O)(=O)c4ccccc4)CC3)c2c1C | / | -14 | -4 | 3.0 | 7 | -2.1 | -2 | 9 | -4.1 | -6
N#Cc1c[nH]n2c(=O)c3c(nc12)CCC3 | 13 | 1 | -4 | 0.6 | 4 | / | 0 | -4 | -0.3 | -1
O=C(CSc1nnc2ccccn12)NCCN1C(=O)CSC1=O | -11 | -1 | -3 | 2.5 | 1 | / | 4 | -9 | -3.6 | -3
O=[N+]([O-])c1cc(/C=N/NC(=S)Nc2ccccc2Cl)ccc1Cl | 38 | -16 | -10 | 1.8 | -13 | -1.0 | -1 | 33* | -3.6 | -3
Cc1c(C)n(C(=O)CN2CCC(C(N)=O)CC2)c2ccccc12 | 0 | 1 | -8 | -0.1 | 4 | 0.0 | 0 | 3 | -1.2 | 3
O=C(O)Cc1ccc(C(=O)c2ccc(Cl)cc2)s1 | 11 | 3 | -13 | -4.0 | 13 | 8.1 | 0 | 10 | -3.3 | 2
O=C(COC(=O)c1ccc(F)c(S(=O)(=O)N2CCOCC2)c1)Nc1ccc(Cl)cn1 | / | / | 5 | / | 13 | -4.5 | 1 | 8 | -0.5 | 0
CCN(CC)S(=O)(=O)c1ccc(Nc2ccc(-c3ccc4c(c3)OCCO4)nn2)cc1 | -10 | 10 | -2 | 2.7 | 8 | / | 0 | 26 | -0.3 | 2
CCOc1cc(N2CCOCC2)c(OCC)cc1NS(=O)(=O)c1ccc2c(c1)CC(=O)N2 | / | / | 0 | / | -6 | -0.6 | -3 | 6 | -1.4 | -6

Six records picked at random from those above:
SMILES | DUSP3 inh | Rv3671c protease | BoNT F protease | Mtb UGM inh | CCHFV vOTU inh | Mtb BioA inh | FBA Mtb inh | GDH-TPI counter | FadD28 binding | MazF activator
N#Cc1c[nH]n2c(=O)c3c(nc12)CCC3 | 13 | 1 | -4 | 0.6 | 4 | / | 0 | -4 | -0.3 | -1
CC(=O)c1c(C)[nH]c(C(=O)COC(=O)c2cc(S(=O)(=O)N(C)c3ccccc3)ccc2Cl)c1C | -4 | -14 | -4 | -3.0 | -10 | / | 4 | 7 | -2.4 | -3
CCOC(=O)c1c(-c2ccccc2)csc1NC(=O)CSc1nnc(C)s1 | 17 | 1 | -2 | -1.3 | 10 | 1.9 | -3 | -1 | -4.0 | 3
O=C(CSc1nnc2ccccn12)NCCN1C(=O)CSC1=O | -11 | -1 | -3 | 2.5 | 1 | / | 4 | -9 | -3.6 | -3
NC(N)=Nc1nc(CCN2C(=O)c3ccccc3C2=O)cs1 | -6 | 1 | -9 | 0.5 | -3 | -0.6 | -1 | -2 | -2.4 | 1
O=C(O)CCC(=O)NNC(=O)c1ccc([N+](=O)[O-])cc1 | 21 | 11 | -5 | -0.1 | 3 | / | 3 | 23 | -1.6 | 4

The list continues.
SMILES | DUSP3 inh | Rv3671c protease | BoNT F protease | Mtb UGM inh | CCHFV vOTU inh | Mtb BioA inh | FBA Mtb inh | GDH-TPI counter | FadD28 binding | MazF activator
CC(C)(C)c1cc(C(=O)NNc2ccc(OC(F)(F)F)cc2)n(Cc2ccccc2)n1 | 23 | -21 | / | -1.7 | 8 | / | -3 | 1 | -1.4 | 3
CC1CCN(CC(=O)c2cccs2)CC1 | -3 | 0 | 0 | -0.2 | -1 | / | 4 | 4 | -1.2 | 8
O=C(CCN1C(=O)C2CC=C(Cl)CC2C1=O)N1CCCCC1 (stereo not drawn) | 1 | 5 | -17 | 0.3 | -11 | -4.0 | 3 | -3 | 0.8 | -5
COc1cccc(N2CCN(c3ccc4nnc(CCC(=O)Nc5ccc(F)cc5)n4n3)CC2)c1 | 34 | -1 | 4 | -3.2 | 6 | 7.3 | -4 | 0 | -2.9 | 7
COc1cc(/C=C2\NC(=S)N(C)C2=O)ccc1OCc1ccccc1F | 6 | 3 | 5 | 1.0 | 2 | -0.8 | 3 | 22 | -1.6 | 14
CC1=C(C(=O)OCc2ccccc2)C(c2ccc([N+](=O)[O-])cc2)NC(=O)N1CCCC(=O)O (stereo not drawn) | -7 | 2 | 8 | 3.7 | -1 | 1.2 | 0 | 5 | 0.7 | 5
